# Nrf2 inh: Nrf2 pathway inhibition; A549 ARE-Fluc reporter, luciferase luminescence, 18-24 h; Potency, µM (doses to about 46 µM), inactives show at the highest dose activity change, negative = inhibition, most hits filed as inhibitors; actives 2.1% (n = 360,000); AID 504444; note: potency is the fitted concentration of half-maximal effect; % is set by controls: 0 for no effect and ±100 for the full control effect; nearly all actives have a fitted effect of over 60% in size
#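 Nrf2 activity is the BugLite luminescence, read 15 min after reagent at room temperature, following CellTiter-Fluor cytotoxicity readout (30 min, 37C). Compound titrations were applied for 18-24 h to 5000 A549 ARE_Fluc cells/well in 5% FBS OPTI-MEM.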
# A549 tox: A549 cytotoxicity, counter-screen for Nrf2 inhibitors | Potency, µM (highest dose often 46 µM), for inactives: top-dose activity change, negative = cytotoxicity, most hits filed as inhibitors | A549 ARE-Fluc cells, CellTiter-Fluor viability, 18-24 h | actives 0.16% (n = 390,000); note: potency is the fitted concentration of half-maximal effect; % is set by controls: 0 for no effect and ±100 for the full control effect
#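 A549 ARE-Fluc cells in 5% FBS OPTI-MEM, 5000 cells/well, rested 2 h then exposed to compounds in concentration-response for 18-24 h at 37 °C. Viability by CellTiter-Fluor fluorescence (Ex 405/Em 525) after 30 min; luciferase luminescence (BugLite, 15 min, RT) read afterwards.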
# HepG2 viability: HepG2 cytotoxicity, counter-screen for TGF-b inhibitors. Potency, µM (top dose mostly 46.1 µM), for the others: top-dose activity change, negative = cytotoxicity, usual class: cytotoxic. actives 0.76% (n = 410,000). HepG2 CAGA-GFP viability, ATP luminescence, 18 h. AID 588856; note: potency is the fitted concentration of half-maximal effect; some results filed as inactive show a strong effect at the top dose
#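 CellTiter-Glo luminescence gave cytotoxicity after 18 hours at 37 degrees C. The cells were HepG2 CAGA-GFP in 1% FBS DMEM, stimulated with 500 pg/mL TGF-beta after compound addition. %Activity was normalised to no-cell wells (complete cell-killing) and DMSO (no toxicity), and curves were fitted and classified.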
# CCT chaperon mod: modulators of cytosolic chaperonin (CCT/TRiC) activity; purified chaperonin ATPase assay, HTRF ADP detection, 30 min; activity change, % (test concentration not listed), hits read low; actives 0.3% (n = 360,000); in the data active = activity change below about -30%; note: % is set by controls: 0 for no effect and ±100 for the full control effect
#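 Nucleotide hydrolysis assay: TRiC at 20–40 nM final (set by batch activity) with 10 uM ATP, 30 min at 37 °C, in presence of 76 uM compound. Detection by competitive ADP HTRF, 30 min ambient.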
# pAkt inh: inhibitors of Akt phosphorylation; actives 0.32% (n = 360,000); AID 651550; Neuro2A IGF-stimulated pAkt S473 HTRF, 20 min; stronger effect = lower value; activity change, % for hits at 50 µM; in the data active = activity change below about -80%; inconclusive = mostly about -51% to -80%; note: % is set by controls: 0 for no effect and ±100 for the full control effect
#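 Neuro2A cells (4,500/well, DMEM with 0.5% FBS) were treated with compound at a single 50 µM final concentration, stimulated with 6 nM IGF for 20 min at 37 °C, and lysed. Phospho-Akt Ser473 was read by HTRF as 665/615 ratio ×10^4.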
# MmCpn inh: blocks the Methanococcus maripaludis chaperonin Mm-Cpn; Potency, µM (highest dose often 76.9 µM), for the others: at the highest dose activity, negative = inhibition, usual class: inhibitors; actives 0.031% (n = 330,000); purified Mm-Cpn ATPase, ADP Transcreener TR-FRET; note: potency is the fitted concentration of half-maximal effect; % is set by controls: 0 for no effect and ±100 for the full control effect; nearly all actives have a fitted effect of over 80% in size
#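 25 nM Mm-CPN + cpd, 10 min 37°C; + 10 uM ATP, 30 min 37°C; buffer 30 mM Tris pH 7.4, 100 mM KCl, 5 mM MgCl2, 1 mM DTT; Transcreener ADP HTRF detection 30 min RT.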
# S2 tox: viability counter-screen for ATXN expression inhibitors | actives 0.49% (n = 400,000) | Potency, µM (top dose mostly 56.7 µM), most hits filed as cytotoxic | S2 cells (HEK-293 line with an ATXN2-luciferase reporter) viability, CellTiter-Fluor protease fluorescence, 24 h; note: potency is the fitted concentration of half-maximal effect; nearly all actives have a fitted effect of over 40% in size
# Nrf2 activator: activates Nrf2 signaling; AREc32 ARE-luciferase reporter (MCF7-derived line), luminescence, 24 h; Potency, µM (top dose mostly 46.1 µM), for the others: top-dose activation, usual class: activators; actives 0.31% (n = 410,000); AID 624171; note: potency is the fitted concentration of half-maximal effect; % of control where 0% means no effect; nearly all actives have a fitted effect of over 65% in size
#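 Reporter line AREc32 (ARE-Fluc), seeded overnight in OPTI-MEM with 5% FBS; compound pin-transferred, 24 hr at 37 deg C, 5% CO2; luminescent read-out.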
# TGFb inhibitor: inhibitors of TGF-b signaling. HepG2 CAGA-GFP TGF-b/SMAD3 reporter, GFP fluorescence, 18 h; TGF-beta stimulated, 500 pg/mL final. Potency, µM (titrated, usually from 46.1 µM), without a hit: top-dose activity, negative = inhibition, actives largely listed as inhibitors. actives 1.2% (n = 410,000). AID 588855; note: potency is the fitted concentration of half-maximal effect; % is set by controls: 0 for no effect and ±100 for the full control effect; nearly all actives have a fitted effect of over 65% in size
#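 Read-out: total well GFP (ex488/em500-530) summed from mean per-cell fluorescence. Cells: HEPG2 CAGA-GFP, 1% FBS DMEM, 18 h at 37 degrees C with 500 pg/mL final TGF-beta. Unstimulated wells served as the full-inhibition control; stimulated DMSO wells = 0%.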
# Numbers without * were called inactive; i = inactive; u = inconclusive; x = not tested or not shown; & = joins results of further samples; [ ] = remark or other dose. Unless noted, calls come from the whole dose curve; as a rule, active = well fitted curve in the direction sought with a large enough effect; inconclusive = small, poorly fitted or top-dose-only effect, or another doubt; inactive = no such curve, though single readings can be large; an effect the other way counts as inactive or inconclusive. The order is random, and some 4.4% of all compounds hit somewhere here.
smiles	S2 tox	TGFb inhibitor	A549 tox	Nrf2 activator	Nrf2 inh	MmCpn inh	pAkt inh	CCT chaperon mod	HepG2 viability
O=C(COc1ccc(Cl)cc1Cl)NCCC1=CCCCC1	i	u	1%	-0.1%	-6%	0%	i	-1.5	-29%
COc1ccc(S(=O)(=O)N(C)CC(=O)NC2CCCCC2)cc1OC	i	1%	0%	0.2%	-15%	0%	i	-0.8	9%
Cc1ccc(CNC(=O)CN2C(=O)COc3ccccc32)cc1	x	3%	5%	3.4%	x	x	x	x	14%
O=C(CC1SC(=Nc2cccc3ccccc23)N(Cc2ccccn2)C1=O)Nc1ccccc1Br (stereo unspecified)	i	-22%	-19%	3.9%	5.2µM*	-12%	i	-2.5	-40%
O=C(COc1ccc(Cl)cc1Cl)NN1C(=O)C2C3C=CC(C3)C2C1=O (stereo unspecified)	i	35%	10%	0.4%	4%	0%	i	-1.0	43%
COc1ccc(Cl)cc1NC(=O)Cn1ncc2c3ccccc3n(C)c2c1=O	i	-26%	-4%	4.8%	15%	x	x	x	-13%
COc1ccc(C2COC(=O)C2=N)c(NC(=O)c2ccccc2)c1 (stereo unspecified)	i	17%	-2%	3.2%	4%	3%	i	-0.7	0%
COc1ccc(OC)c(NC(=O)CSc2nnc(Cn3nnc4ccccc43)n2C)c1	u	-1%	-2%	-0.4%	3%	1%	i	-1.1	-25%
O=S(=O)(NC(=S)NC1CCCCC1)c1ccc(Cl)cc1	i	-5%	6%	0.2%	-2%	5%	i	-5.8	12%
COc1cnc(-c2ccccn2)nc1Sc1cccc(Cl)c1	u	4%	2%	-0.5%	-19%	-10%	i	-2.7	-19%
CCc1nccn1S(=O)(=O)c1cccc([N+](=O)[O-])c1	u	-5%	-6%	-0.8%	11%	2%	i	1.8	4%
CC(C)(C)C(=O)Nc1ccc(-c2cn3cccnc3n2)cc1	u	-4%	-3%	-0.7%	u	-15%	i	0.6	-2%
O=C(CSc1n[nH]c(-c2ccccc2)n1)Nc1ncccn1	i	-16%	0%	4.1%	21%	1%	i	0.7	5%
Cc1occc1C(=O)Nc1cccc(C(=O)O)c1	i	20%	-10%	-1.0%	u	1%	i	-0.2	-9%
COC(=O)c1sc2cccc(F)c2c1S(=O)(=O)N1CCN(c2ccccc2OC)CC1	u	u	-2%	7.8%	-13%	x	x	x	-57%
COc1cccc(NC(=O)CN(C)C(C)C(=O)N2CCCC2)c1 (stereo unspecified)	i	0%	-1%	-0.9%	2%	1%	i	-1.0	1%
O=C(CSc1nc2nn(-c3ccccc3)c(=O)c-2c2n1CCCCC2)Nc1cccc(F)c1	i	-20%	-9%	0.4%	9.2µM*	-3%	i	0.3	4%
O=C(Nc1ccccc1F)Nc1cc(S(=O)(=O)N2CCOCC2)ccc1N1CCCC1	u	9%	-15%	-0.7%	-13%	-9%	i	1.5	8%
CN(C)CCNC(=O)/C(=C/c1ccc(-c2ccc(Cl)cc2Cl)o1)NC(=O)c1ccccc1	u	u	2%	-2.6%	-4%	0%	i	1.0	-105%
Cc1ccc(C)c(N2CCN(C(=O)c3ccc4c(=O)n5c(nc4c3)CCCCC5)CC2)c1	i	u	11%	0.3%	4%	0%	i	-0.5	-31%
CCOC(=O)c1nnn(CC(=O)NC(=O)Nc2ccc(F)cc2)c1C(=O)OCC	i	u	-12%&0%	-0.4%&4.1%	10%	2%	i	0.5	-21%&-37%
COc1cccc(-c2cc(C(=O)N3CCCc4ccccc43)no2)c1	i	9%	25%	0.7%	x	1%	i	1.0	-13%
Cc1cc(NC(=O)c2ccc(C)c(C)c2)no1	u	10%	-7%	3.5%	u	-3%	i	-0.1	-5%
O=C(NCCc1ccccc1)c1cccc(NC(=O)C2CCCC2)c1	i	1%	8%	3.7%	u	x	i	-0.4	2%
Cc1ccc(C(C)C)cc1OCC(=O)Nc1ccc(-n2cnnn2)cc1	i	2%	-6%	-1.8%	-25%	1%	i	-0.1	-16%
CCCc1ccc(-c2c(C)sc(N)c2C#N)cc1	u	u	-8%	19%	12%	0%	i	3.4	-73%
Cc1cc(C#N)c(C)n1-c1cc(S(=O)(=O)N2CCOCC2)ccc1N1CCCC1	i	1%	-12%	-0.6%	-25%	x	i	0.0	-10%
CCCCCCn1cc(CN2CC(N3CCN(CCO)CC3)CS2(=O)=O)nn1 (stereo unspecified)	i	x	x	0.0%	x	x	i	0.6	x
COC(=O)NCCOc1nc(N(C)C)nc(N(C)C)n1	i	0%	-2%	0.3%	2%	-3%	i	-2.2	5%
CCc1cc(C(=O)c2ccc(Br)cc2)c(NC(=O)CN(CC)CC)s1	i	-10%	9%	0.1%	1%	0%	i	-0.1	-34%
O=C(NCCCN1CCOCC1)c1ccc(Sc2cccc(Cl)c2)c([N+](=O)[O-])c1	i	-15%	-16%	2.4%	-22%	2%	i	1.4	-22%
CC1(C)Oc2ccc3ccc(=O)oc3c2/C(=C/O)C1=O	i	-7%	1%	0.2%	u	-2%	i	1.0	14%
Cc1cc(/C=N/NC(=O)c2cccs2)c(C)n1-c1ccccc1	u	-6%	1%	-1.3%	u	-3%	i	1.1	-24%
CCc1nc(SC)ncc1C(=O)NCc1cccc(Br)c1	i	-20%	13%	8.2%	u	x	x	x	3%
COCCNc1nnnc2c1sc1nc(N3CCOCC3)c3c(c12)CC(C)(C)OC3	i	-8%	-5%	-0.3%	u	0%	i	-5.7	23%
OCCC1CN(Cc2cccn2-c2ncccn2)CCN1Cc1ccc(F)cc1 (stereo unspecified)	i	-20%	3%	-0.4%	8%	-5%	i	-1.6	-17%
O=C(O)c1ccc2c(=O)n(-c3ccc(F)c(Cl)c3)c(=S)[nH]c2c1	i	-1%	4%	-0.1%	2%	0%	i	-1.4	2%
O=S(=O)(NCc1ccc(F)cc1)c1ccc2[nH]c3c(c2c1)CCCC3	u	18µM*	-16%	1.1%	u	x	x	x	-103%
CC(=O)Nc1ccc(S(=O)(=O)NCC(=O)OCC(=O)NC23CC4CC(CC(C4)C2)C3)cc1	i	u	5%	-0.5%[9.22 µM]	4%	0%	i	-0.5	-31%
COc1ccc(CNC(=O)Cn2ncc3c([nH]c4ccccc43)c2=O)cc1	i	-1%	0%	-0.3%	u	x	x	x	-22%
CN(C(=O)COC(=O)c1ccc(=O)n(Cc2ccccc2)n1)C1CCCCC1	i	20%	7%	-0.6%	-4%	0%	i	-0.7	4%
COc1ccc([C@@]2(C(C)C)ON(c3ccccc3C(F)(F)F)C2=O)cc1	i	u	0%	-1.9%	14%	0%	i	-2.3	3%
COc1ccccc1C(=O)Nc1ccnn1C1CCN(C2CCSCC2)CC1	i	14%	7%	-0.2%	22%	-1%	i	0.6	-5%
CCCN(C(=O)Cn1c(=O)oc2cc(Cl)ccc21)c1ccc(C(C)C)cc1	i	0%	-1%	0.6%	-3%[9.27 µM]	x	x	x	-23%
COc1cccc(CCc2nnc(CCC(=O)NC(C)c3c(C)nn(C)c3C)o2)c1 (stereo unspecified)	i	-5%	0%	0.4%	3%	0%	i	-9.2	-1%
C=CCNc1oc(-c2ccc(Cl)cc2)nc1C#N	i	u	-12%	3.5%	u	4%	x	x	-4%
Cc1nsc(Nc2ccc([N+](=O)[O-])cc2)c1C#N	u	u	-8%	0.4%	u	-4%	i	-0.7	-24%
CCOc1ccc2c(c1)c(=O)c(S(=O)(=O)c1ccc(C)cc1)cn2Cc1ccccc1Cl	x	-13%	6%	-1.2%	-17%	x	x	x	-32%
COC(=O)c1[nH]c2cc(OC)ccc2c1NC(=O)CCN1CCSCC1	i	5%	-5%	0.5%	6%	-1%	i	-2.8	4%
CC12c3ccccc3C(c3ccccc31)C1C(=O)N(c3ccncc3)C(=O)C12 (stereo unspecified)	i	7%	-2%	0.0%	-23%	-1%	i	-0.6	4%

# (further entries)
smiles	S2 tox	TGFb inhibitor	A549 tox	Nrf2 activator	Nrf2 inh	MmCpn inh	pAkt inh	CCT chaperon mod	HepG2 viability
CCn1cc(C(=O)N2CCN(C3CCCCC3)CC2)c2cc(OC)c(OC)cc2c1=O	i	-2%	-4%	-0.1%	13%	2%	i	-2.7	-57%
Cc1c(C(=O)N2CCN(C(c3ccccc3)c3ccccc3)CC2)oc2ccccc12	i	u	13%	0.3%	8%	-3%	i	1.4	-13%
C[C@H]1CN([C@@H](C)CO)C(=O)CCCn2nncc2CO[C@H]1CN(C)S(=O)(=O)c1cccc(F)c1	i	23%	x	-0.1%	x	x	i	1.4	-4%
CCn1c(COc2ccccc2)nnc1SCC(=O)CC(=O)Nc1ccccc1OC	u	1%	1%	0.4%	u	-8%	i	-1.6	3%
CCOc1ccc(NC(=O)Cn2c(=O)n(CCc3ccccc3)c(=O)c3c4c(sc32)CN(C(C)=O)CC4)cc1	i	-17%	0%	-0.7%	6%	x	x	x	-33%
CCN1C(C(=O)c2ccccc2)=C(OC(=O)COc2ccc(OC)cc2)c2ccccc2S1(=O)=O	x	-10%	u	-0.6%	u	x	x	x	-7%
O=C(COC(=O)c1cncc(Br)c1)Nc1nnc(-c2ccccc2)o1	i	-5%	-15%	2.7%	7%	x	i	0.9	9%
CN(c1ncc(C(F)(F)F)cc1Cl)N1C(=O)C2ONC3(C(=O)CC(C)(C)CC3=O)C2C1=O (stereo unspecified)	i	8%	4%	0.3%	-2%	-1%	i	-0.1	1%

# High-throughput results from PubChem.
